Screening data (PubChem BioAssay)
MrgX1 agonist – agonists of human MrgX1 receptor, primary screen, HEK293 cells, Fluo-4 calcium flux | 310,000 compounds, 0.44% hits | B-score at 10 µM | AID 588627, 2011 | Fluo-4 calcium fluorescence, agonist mode; stronger effect = higher value;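 active = calcium response B-score plate-corrected fluorescence ratio at least 3 library SD, with starting fluorescence B-score inside 5 SD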
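System: HEK293 cells stably expressing human MrgX1 receptor; Dosing: test compound in the initial addition of three; Schedule: overnight plating, then 30 min 37 °C plus 30 min room-temperature dye loading; Detection: kinetic calcium dye fluorescence, Fluo-4 NW; Controls: per-plate positive and negative controls for Z′ factor.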
TRPC4 agonist – activators of mouse TRPC4 channel, primary screen, Fluo4 calcium, HEK293 TRPC4beta/mu-opioid cells. Short transient receptor potential channel 4 (Mus musculus), Q9QUQ5. Fluo4 calcium fluorescence; stronger effect = higher value. B-score at 10 µM. 310,000 compounds, 0.49% hits. AID 2237, 2010;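 active = B-score above 5 SD of library B-scores, and initial fluorescence ratio not above library mean plus 5 SD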;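 also: positive B-score marks a calcium rise read as TRPC4 activation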
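Assay system: HEK293 stable line with TRPC4beta plus mu-opioid receptor; schedule: 45 min room-temperature Fluo4 loading, 110 s read; technique: kinetic Fluo4 calcium fluorescence; evaluation: integrated baseline-normalised fluorescence ratio, converted to per-well B score; controls: buffer (low) and maximal DAMGO (high)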
MrgX1 antagonist – antagonists of human MrgX1 receptor, primary screen, HEK293 cells, Fluo-4 calcium flux; AID 588676, 2011; Mas-related G-protein coupled receptor member X1 (Homo sapiens), Q96LB2; BAM8-22 antagonism; stronger effect = lower value; 310,000 compounds, 1.3% hits; B-score at 10 µM;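 active = calcium-response B-score plate-corrected more than 3 library SD below zero, starting fluorescence within 5 deviations, no agonist response on first addition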;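 also: peak minus trough fluorescence over baseline after final BAM8-22 challenge near maximal dose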
TRPC4 potent – positive allosteric modulators of TRPC4, primary screen, cell-based, mouse TRPC4beta, HEK293 mu-opioid, Fluo-4 calcium; B-score at 10 µM; AID 2227, 2009; 310,000 compounds, 0.42% hits; Short transient receptor potential channel 4 (Mus musculus), Q9QUQ5; DAMGO EC20, Fluo-4 Ca2+ flux; stronger effect = higher value;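 active = B-score of calcium response area above 5 SD of library B-scores, with initial fluorescence ratio within 5 SD of library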;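 also: B-score of integrated fluorescence ratio over time as area under calcium response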
MrgX1 PAM – positive allosteric modulators of MrgX1, primary screen, HEK293 cells, Fluo-4 calcium flux | Mas-related G-protein coupled receptor member X1 (Homo sapiens), Q96LB2 | FDSS; stronger effect = higher value | B-score at 10 µM | 310,000 compounds, 0.63% hits | AID 588675, 2011;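 active = plate-corrected calcium response at least 3 library SD above typical, normal starting fluorescence, not activating the receptor alone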;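 also: compound read alongside a low EC10 to EC30 dose of BAM8-22 agonist; peak minus trough fluorescence over baseline measured at the second addition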
ANO1 block – TMEM16A chloride channel inhibitors, primary screen, cell-based, HTS; HEK293 TMEM16A/YFP iodide influx fluorescence, ionomycin; normalized B-score (activity score, 25-100; higher = stronger inhibition) at 10 µM; 310,000 compounds, 1.2% hits; AID 588511, 2011;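 active = ratio plate-corrected score three or more library SD toward inhibition, starting fluorescence score within five deviations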;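 also: score derived from kinetic fluorescence span divided by baseline fluorescence per well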
ANO1 activ – TMEM16A chloride channel activators or potentiators, primary screen, cell-based, HTS; Anoctamin-1 (Mus musculus), Q8BHY3; HEK293 TMEM16A/YFP-H148Q/I152L, iodide quench fluorescence; stronger effect = lower value; B-score at 10 µM; 340,000 compounds, 0.3% hits; AID 623877, 2012;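 active = fluorescence-ratio B-score plate-corrected deviation score at least 3 library SD below zero, with starting fluorescence score within 5 deviations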;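 also: channel opened by trigger with iodide after compound preincubation; score built on the fluorescence ratio of max minus min over baseline; more negative score means more quench and so TMEM16A activation or potentiation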
TRPC6 inhibitor – mouse TRPC6 channel inhibitors, primary screen, cell-based, HEK293, membrane potential dye; Short transient receptor potential channel 6 (Mus musculus), Q61143; ACh-evoked depolarization; stronger effect = lower value; B-score at 10 µM; 310,000 compounds, 1.1% hits; AID 2553, 2010;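 active = B-score under library mean minus 3 SD, initial fluorescence not abnormally high, positive integrated signal ratio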;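 also: B-score derived from integrated fluorescence ratio over the kinetic read; more negative B-score means stronger inhibition of depolarization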
Target sequence (Q61143 whole entry, looked up): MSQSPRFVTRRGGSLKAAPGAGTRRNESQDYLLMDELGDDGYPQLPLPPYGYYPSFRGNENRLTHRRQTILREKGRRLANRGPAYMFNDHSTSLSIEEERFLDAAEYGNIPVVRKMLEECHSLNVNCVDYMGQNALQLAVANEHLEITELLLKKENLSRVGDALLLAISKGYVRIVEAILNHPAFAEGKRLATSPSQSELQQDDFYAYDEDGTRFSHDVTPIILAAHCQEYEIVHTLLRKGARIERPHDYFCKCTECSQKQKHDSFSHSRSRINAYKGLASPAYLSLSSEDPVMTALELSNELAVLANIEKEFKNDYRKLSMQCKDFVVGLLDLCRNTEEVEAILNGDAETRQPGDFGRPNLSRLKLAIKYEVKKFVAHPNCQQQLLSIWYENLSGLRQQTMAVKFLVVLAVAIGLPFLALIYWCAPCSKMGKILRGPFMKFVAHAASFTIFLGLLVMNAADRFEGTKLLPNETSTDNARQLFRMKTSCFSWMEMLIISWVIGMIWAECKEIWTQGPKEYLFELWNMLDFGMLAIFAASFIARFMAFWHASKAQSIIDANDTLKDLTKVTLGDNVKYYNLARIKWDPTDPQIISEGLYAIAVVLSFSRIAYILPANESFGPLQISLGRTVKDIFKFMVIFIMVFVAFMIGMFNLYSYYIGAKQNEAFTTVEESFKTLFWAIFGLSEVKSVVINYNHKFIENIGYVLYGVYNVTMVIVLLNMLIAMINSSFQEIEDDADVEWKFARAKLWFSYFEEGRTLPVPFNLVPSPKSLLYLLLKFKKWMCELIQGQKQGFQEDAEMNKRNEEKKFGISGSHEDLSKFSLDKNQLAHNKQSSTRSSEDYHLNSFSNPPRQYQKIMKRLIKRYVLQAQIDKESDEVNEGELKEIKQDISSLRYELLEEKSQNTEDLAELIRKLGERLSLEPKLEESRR
TRPC4 inh – inhibitors of mouse TRPC4 channel, primary screen, Fluo4 calcium, HEK293 TRPC4beta/mu-opioid cells | B-score at 10 µM | DAMGO-evoked Fluo4 calcium flux; stronger effect = lower value | AID 2247, 2010 | 300,000 compounds, 0.39% hits;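 active = B-score over 3 SD under the library average, no early fluorescence shift, positive overall ratio signal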
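Assay system: Stable TRPC4beta/mu-opioid receptor HEK293 cells | Reagent: DAMGO in two steps, submaximal then maximal | Compound dosing: Single concentration per test compound | Signal: Fluo4 Ca2+ flux fluorescence | Evaluation: Per-well B score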
RGS4 inh – RGS4 inhibitors, primary screen, cell-based, HEK293 M3R inducible RGS4, calcium flux | Regulator of G-protein signaling 4 (Homo sapiens), P49798 | Fluo-4 calcium flux; stronger effect = higher value; triggered by carbachol at its EC20 | B-score at 10 µM | 310,000 compounds, 0.45% hits;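 active = B-score, a plate-corrected calcium signal, over three deviations above library mean, with baseline fluorescence within five deviations of library mean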;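 also: RGS4 expression induced by doxycycline in cells with stable M3 receptor; B-score is computed from the integrated fluorescence ratio over baseline after carbachol; higher B-score means a larger calcium signal and so more RGS4 inhibition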
Target sequence (P49798 whole entry, looked up): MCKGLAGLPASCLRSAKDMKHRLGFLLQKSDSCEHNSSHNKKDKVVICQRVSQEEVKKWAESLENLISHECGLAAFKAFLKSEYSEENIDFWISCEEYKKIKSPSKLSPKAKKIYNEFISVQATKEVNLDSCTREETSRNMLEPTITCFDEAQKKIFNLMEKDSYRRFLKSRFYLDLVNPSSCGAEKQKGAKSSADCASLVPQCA
TRPC6 activator – mouse TRPC6 channel activators, primary screen, cell-based, HEK293, membrane potential dye. Short transient receptor potential channel 6 (Mus musculus), Q61143. HEK293-TRPC6 membrane potential dye fluorescence; stronger effect = higher value. B-score at 10 µM. 310,000 compounds, 0.13% hits. AID 2550, 2010;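 active = B-score of the integrated fluorescence ratio above library mean plus 3 SD, and starting fluorescence ratio within library mean plus 5 SD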;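 also: higher score means more depolarization so channel activation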
* = called active by the depositor; i = inactive; / = not tested or not shown.

SMILES	MrgX1 agonist	TRPC4 agonist	MrgX1 antagonist	TRPC4 potent	MrgX1 PAM	ANO1 block	ANO1 activ	TRPC6 inhibitor	TRPC4 inh	RGS4 inh	TRPC6 activator
CCOC(=O)N1CCN(S(=O)(=O)c2ccc(C(=O)N(CCN(CC)CC)c3nc4c(C)cccc4s3)cc2)CC1	i	i	i	i	i	i	i	i	i	i	i
Clc1ncn(C23CC4CC(CC(C4)C2)C3)n1	i	i	i	i	i	i	i	i	i	i	i
Cc1cccc(N2CCN(C(=O)c3ccc(-n4cncn4)c([N+](=O)[O-])c3)CC2)c1C	i	i	-4.9*	i	i	i	i	i	i	i	i
Cc1ccc(C(=O)O/N=C(\N)c2ccccn2)cc1Cl	i	i	i	i	i	i	i	i	i	i	i
CC(=O)c1cccc(NC(=O)/C(=C/c2ccncc2)NC(=O)c2ccccc2)c1	i	i	i	i	i	i	i	i	i	i	i
Cc1ccc2c(c1)NC(=O)C(CC(=O)NCCCN1CCCCC1)O2 (stereo not given)	i	i	i	i	i	i	i	i	i	i	i
O=C(Cc1c[nH]c2ccccc12)Nc1nc2ccccc2[nH]1	i	i	i	i	i	i	i	i	i	i	i
Cn1c2c(c(=O)n(C)c1=O)C(c1ccc(Cl)cc1)C(C#N)=C(N)O2 (stereo not given)	i	i	i	i	i	i	i	i	i	i	i
CN(C)c1ccc(N2C(=NC(=O)CCC3CCCC3)SC3CS(=O)(=O)CC32)cc1 (stereo not given)	i	i	i	i	i	i	i	i	i	i	i
COc1cccc(NC(=O)c2oc3ccccc3c2NC(=O)C2CC2)c1	i	i	i	i	i	i	i	i	i	i	i
COc1ccc(NC(=S)N/N=C/c2ccc(F)cc2)cc1OC	i	i	i	i	i	i	i	i	i	i	i
CCC(NC(=O)NNC(N)=S)(C(F)(F)F)C(F)(F)F	i	i	i	i	i	i	i	i	i	i	i
CN(C)/C=C/C(=O)c1ccc(Cl)s1	i	i	i	i	i	i	i	i	i	i	i
CC(C)(C)C(=O)N1CCN(C(c2ccccc2)c2ccccc2)CC1	i	i	i	i	i	i	i	i	i	i	i
COC(=O)[C@@H]1C[C@@]2(O)[C@H](O)[C@H](O)[C@H](O)C[C@H]2N1Cc1ccccc1OS(=O)(=O)c1ccc(C)cc1	i	i	i	i	i	i	i	i	i	i	i
COc1ccccc1C(=O)NCC(=O)NCCc1ccc(Cl)cc1	i	i	i	i	i	i	i	i	i	i	i
COc1ccc(Cl)cc1C(=O)N1CCC2(CC1)CC(=O)c1ccccc1O2	i	i	i	i	i	i	i	i	i	i	i
CN(CC(=O)Nc1c(Cl)cccc1Cl)C(=O)c1ccccc1Cc1ccccc1	i	i	i	i	i	i	i	i	i	i	i
COc1ccc(/C=C2\SC(=S)N(CCC(=O)N3CCOCC3)C2=O)cc1	i	i	i	i	i	i	i	i	i	i	i
CCC(NC(=O)C1CCCO1)c1ccccc1 (stereo not given)	i	i	i	i	i	i	i	i	i	i	i
O=C(CNC(=O)c1ccccc1F)OCC(=O)c1ccc(Cl)s1	i	i	i	i	i	i	i	i	i	i	i
CCn1nc(C(=O)Nc2cc(Cl)ccc2-n2cncn2)c2ccccc2c1=O	i	i	i	i	i	i	i	i	i	i	i
CC1(C)Cc2cccc(C(=O)Nc3ccc(Cl)cc3)c2O1	i	i	i	i	i	i	i	i	i	i	i
CC(=O)Nc1ccc(NC(=O)C/C(C)=N/NC(=O)C(=O)N2CCCC2)cc1	i	i	i	i	i	i	i	i	i	i	i
O=C(NCCCN1CCCC1)c1cc(Sc2ccc(F)cc2)nc2ccccc12	i	i	i	i	i	i	i	i	i	i	i
N#Cc1c(NC(=O)C2CC(Cl)=CCC2C(=O)O)sc2c1CCCC2 (stereo not given)	i	i	i	i	i	i	i	i	i	i	i
CC(C)NC(=O)c1ccc(C(C)C)cc1	i	i	i	i	i	i	i	i	i	i	i
O=[N+]([O-])c1c(NCCCO)cc(N2CCN(Cc3ccc4c(c3)OCO4)CC2)c2nonc12	i	i	i	i	i	i	i	i	i	i	i
COc1ccc(Nc2nnc(SCC(=O)c3cc4ccccc4o3)s2)cc1	i	i	i	i	i	i	i	i	i	i	i
C/C(CC(=O)Nc1cccc(Cl)c1Cl)=N\NC(=O)c1ccccc1Br	i	i	i	i	i	i	i	i	i	i	i
CC(C)c1ccc(NC(=O)CCNC(=O)N2CC(=O)Nc3ccccc32)cc1	i	i	i	i	i	i	i	i	i	i	i
Cc1ccc(-n2nc3cc(Cl)c(NC(=O)c4ccco4)cc3n2)cc1	i	i	i	i	i	i	i	i	i	i	i
C/C(=N\Nc1nc(C(=O)O)cs1)c1ccccc1	i	i	i	i	i	i	/	i	i	i	i
Cc1ccc2[nH]cc(/C=C/c3cc[n+](C)cc3)c2c1	i	i	i	i	i	i	i	i	i	i	i
CC(=O)NC(=O)c1ccc(-c2ccc(Cl)cc2)o1	i	i	i	i	i	i	i	i	i	i	i
O=C(CNC(=O)c1ccc(Cl)cc1)Nc1ccc(S(=O)(=O)Nc2ncccn2)cc1	i	i	i	i	i	i	i	i	i	i	i
CC(C)CCNC(=O)CN(CC1CCCO1)C(=O)CCC(=O)Nc1nccs1 (stereo not given)	i	i	i	i	i	i	i	i	i	i	i
COC(=O)CC(c1ccc(C#N)cc1)n1c(C)ccc1C (stereo not given)	i	i	i	i	i	i	i	i	i	i	i
Cc1cc(=O)[nH]c(NCc2ccccc2)n1	i	i	i	i	i	i	i	i	i	i	i
CN(CC(=O)N1CCc2[nH]c3ccc(F)cc3c2C1)CC1OCCO1	i	i	i	i	i	i	/	i	i	i	i
COc1ccc(-c2nnn(CC(=O)N(CC(=O)NCCC(C)C)Cc3cccs3)n2)cc1OC	i	i	i	i	i	i	i	i	i	i	i
Cc1c(NC(=O)C(Sc2ccccc2)c2ccccc2)cccc1[N+](=O)[O-] (stereo not given)	i	i	i	i	i	i	i	i	i	i	i
Cn1nc(C(=O)NC2CCCCC2)c2ccccc2c1=O	i	i	i	i	i	i	i	i	i	i	i
COc1cc(-c2ccccc2)nc2ccccc12	i	i	i	i	i	i	i	i	i	i	i
COc1ccc(C(=O)N(c2ccc(OC)cc2)S(=O)(=O)c2cccs2)cc1	i	i	-4.9*	i	i	i	i	i	i	i	i
CCCCNC(=O)c1cn(CC)c2cc(N3CCN(C)CC3)c(F)cc2c1=O	i	i	i	i	i	i	i	i	i	i	i
Cc1ccc(S(=O)(=O)N2CCN(C3CCN(Cc4ccccc4)CC3)CC2)cc1	i	/	i	/	i	i	i	/	/	/	/
COc1ccc2nc(SCC(C)=O)c(C#N)cc2c1	i	i	i	i	i	i	i	i	i	i	i
COc1ccc(OC)c2c(C)cc(C)nc12	i	i	i	i	i	i	i	i	i	i	i
CC(C)Cc1nnc(NC(=O)C2CC(=O)N(Cc3ccccc3)C2)s1 (stereo not given)	i	i	i	i	i	i	i	i	i	i	i
CCC(=O)Nc1ccc(-c2nnc(-c3ccccc3)o2)cc1	i	i	i	i	i	i	i	i	i	i	i
C=CCOc1ccc(/C=N/n2cncn2)cc1OC	i	i	i	i	i	i	i	i	i	i	i
CCOC(=O)c1ccc(N2CC(O)=C(c3nc4ccccc4c(=O)[nH]3)C2=N)cc1	i	i	i	i	i	i	i	i	i	i	i
Cc1ccc(-c2nn(-c3ccccc3)cc2CO)cc1	i	i	i	i	38*	i	i	i	i	i	i
COc1cc(NC(=S)NCCc2ccccc2)c(OC)cc1NC(=O)CC(C)C	i	i	i	i	i	i	i	i	-6*	i	i
C#Cc1ccc(C(=O)Nc2cc(C(N)=O)ccc2N2CCOCC2)cc1	i	i	i	i	i	i	i	i	i	i	i
CC1(C)CC(=O)C=C(Nc2ccccc2)C1	i	i	i	i	i	i	i	i	i	i	i
CC(CCc1ccccc1)NC(=O)Cc1ccc(Br)cc1 (stereo not given)	i	i	i	i	i	i	i	i	i	i	i
N/C(=N\OC(=O)c1ccccc1)c1cccnc1	i	i	i	i	i	i	i	i	i	i	i
O=C(Nc1nc(-c2cccnc2)cs1)c1ccccc1[N+](=O)[O-]	i	i	i	i	i	i	i	i	i	i	i

The list goes on:
SMILES	MrgX1 agonist	TRPC4 agonist	MrgX1 antagonist	TRPC4 potent	MrgX1 PAM	ANO1 block	ANO1 activ	TRPC6 inhibitor	TRPC4 inh	RGS4 inh	TRPC6 activator
Cc1ccc(C(=O)c2c(NC(=O)c3cccnc3)sc3c2CCCC3)cc1	i	i	i	i	i	i	i	i	i	i	i
Cc1ccnc(NC(=O)C(C)N2C(=O)c3ccccc3S2(=O)=O)c1 (stereo not given)	i	i	i	i	i	i	i	i	i	i	i
COc1ccc2c(CN(C)c3ccccc3)cc(=O)oc2c1	/	i	/	i	/	/	i	i	i	i	i
COc1ccc(Cl)cc1NC(=O)CN1C(=O)CSC1=O	i	i	i	i	i	i	i	i	i	i	i
COc1cccc(NC(=O)COC(=O)CC(NC(N)=O)c2ccc(Cl)cc2)c1 (stereo not given)	i	i	i	i	i	i	i	i	i	i	i
COc1ccc(C(=O)c2ccsc2N)cc1	i	i	i	i	i	i	i	i	i	i	i
Cn1c(CC(=O)Nc2ccc(Cl)c(Cl)c2)nnc1SCC(=O)NCc1ccccc1	i	i	i	i	i	i	i	i	i	i	i
Cc1cc2occ(CC(=O)Nc3nnc(C4CC4)s3)c2cc1C	i	/	i	/	i	i	i	/	/	/	/
